# High-throughput results from PubChem BioAssay.
# SENP1 FRET inh – blocks the human SENP1 SUMO protease catalytic domain; Q9P0U3; recombinant SENP1 catalytic domain, CyPet-SUMO1-YPet FRET cleavage; inhibition, % at 10 µM; actives 0.21% (n = 360,000);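 active = inhibition at least 30% at 10 µM, raw YFP signal under a set limit, fluorescence ratio 0.5 to 1.5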;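 also: 0% = enzyme with DMSO and 100% = no enzyme wells; some results filed as inactive read as strong as hits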
#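 System: Recombinant human SENP1 catalytic domain, His6-tagged | Incubation: Enzyme reaction for 50 min at room temperature, dark | Medium: Tris pH 8 with BME, BSA, NP40 and catalase | Also added: 25 nM SUMO1 FRET substrate | Compound: 10 µM single point, 0.5% DMSO | Measured by: FRET fluorescence in CFP and YFP emission channels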
# ATG4B inh – inhibitors of human ATG4B cysteine protease | Q9Y4P1 | ATG4B cleavage of LC3-PLA2, NBD-HPC fluorescence, 1 h | inhibition, % at 8.33 µM | actives 0.51% (n = 340,000); in the data active = inhibition above about 40%
# Target sequence (Q9Y4P1 whole entry, looked up): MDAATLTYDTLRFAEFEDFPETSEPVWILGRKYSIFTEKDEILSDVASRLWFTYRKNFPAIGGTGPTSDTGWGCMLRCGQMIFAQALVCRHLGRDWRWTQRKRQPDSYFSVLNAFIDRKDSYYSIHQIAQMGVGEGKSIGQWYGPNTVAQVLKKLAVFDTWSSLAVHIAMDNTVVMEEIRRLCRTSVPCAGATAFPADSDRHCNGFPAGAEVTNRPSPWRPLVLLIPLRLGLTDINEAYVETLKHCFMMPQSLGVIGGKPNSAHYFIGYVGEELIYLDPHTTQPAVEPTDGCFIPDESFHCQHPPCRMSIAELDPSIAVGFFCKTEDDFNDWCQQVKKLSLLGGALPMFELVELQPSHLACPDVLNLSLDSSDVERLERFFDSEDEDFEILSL
# GRIN3A LBD mod – NR3A (human) ligand-binding domain modulation. actives 2.5% (n = 340,000). AID 1259313. NR3A LBD differential scanning fluorimetry, Tm shift; 0% = protein alone, 100% = glycine-bound protein. Tm shift relative to glycine control, % at 25 µM;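 active = melting temperature shift of at least 10% of the positive control shift, at one fixed dose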
# PfG6PD inh – PfG6PD (Plasmodium falciparum) enzyme inhibition. inhibition, % at 20 µM. PfGluPho enzyme, NADPH resazurin-diaphorase fluorescence. actives 0.78% (n = 350,000);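 active = inhibition reaching at least a set limit at 20 µM in the primary screen, cut at about 59% in these data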;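 also: 0% = DMSO wells with substrate and 100% = DMSO wells lacking glucose-6-phosphate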
# SENP6 block – inhibitors of human SENP6 protease. Q9GZR1. Recombinant SENP6 catalytic domain, aminoluciferin luminescence. inhibition, % at 10 µM. actives 1.8% (n = 330,000). AID 2599;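 active = inhibition above about 50% at the single tested dose, limit read from the data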;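 also: plate controls were DMSO wells with enzyme for no effect and DMSO wells lacking enzyme for full effect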
# SENP8 inh – SENP8 (human) protease inhibition. AID 602440. recombinant SENP8, Nedd8 substrate fluorescence. actives 0.64% (n = 360,000). Q96LD8. inhibition, % at 20 µM; in the data active = inhibition mostly above about 40%, no sharp cut-off; inactive = mostly below about 27%
# MPTP block – permeability transition pore inhibition | isolated mouse mitochondria, Ca2+ swelling absorbance, 30 min | AID 602449 | inhibition, % at 10 µM | actives 1.4% (n = 360,000);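 active = inhibition of 50% or more, scaled per plate between neutral and stimulator controls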;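 also: 0% = DMSO wells given calcium and 100% = 1 mM EGTA wells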
# hIAP act – increases human intestinal alkaline phosphatase activity; P09923; purified human IAP, CDP-Star luminescence, 30 min; stronger effect = higher value; 1 = vehicle-only enzyme, 0 = enzyme-free background; activation factor at 10 µM; actives 0.16% (n = 330,000); AID 2524;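 active = activation factor of the enzyme at least 2-fold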; also: the source names both 10 and 20 µM as test concentration; values of inactives mirror those of a sister screen read the other way
# Target sequence (P09923 whole entry, looked up): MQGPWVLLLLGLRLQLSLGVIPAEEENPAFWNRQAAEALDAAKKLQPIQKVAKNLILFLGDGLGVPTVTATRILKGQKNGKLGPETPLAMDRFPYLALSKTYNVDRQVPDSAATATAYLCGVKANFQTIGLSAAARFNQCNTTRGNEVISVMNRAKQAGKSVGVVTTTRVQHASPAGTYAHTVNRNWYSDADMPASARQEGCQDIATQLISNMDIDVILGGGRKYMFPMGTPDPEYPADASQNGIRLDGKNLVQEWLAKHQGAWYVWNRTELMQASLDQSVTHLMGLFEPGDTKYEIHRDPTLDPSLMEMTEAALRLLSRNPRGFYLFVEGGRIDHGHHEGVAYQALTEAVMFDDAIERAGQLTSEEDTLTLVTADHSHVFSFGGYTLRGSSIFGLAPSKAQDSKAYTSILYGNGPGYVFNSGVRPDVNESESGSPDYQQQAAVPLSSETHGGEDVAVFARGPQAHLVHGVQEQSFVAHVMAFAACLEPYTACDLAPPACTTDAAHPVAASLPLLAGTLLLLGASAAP
# An asterisk follows results filed as active; i = inactive; / = not tested or not shown; & = joins results of further samples. This is a random part of the collection. Share with any hit: about 6.7%.
SMILES	SENP1 FRET inh	ATG4B inh	GRIN3A LBD mod	PfG6PD inh	SENP6 block	SENP8 inh	MPTP block	hIAP act
COC(=O)c1sccc1NC(=O)CN(C)NS(=O)(=O)c1ccc(F)cc1	1	-19	1	-5	-7	18	0.1	1.1
CC12CCC(=O)N1C(C(=O)Nc1nc3ccccc3s1)CS2 (configuration not stated)	-1	6	-2	9	16	-1	-0.5	1.1
C=CCn1c(=S)[nH]c2ccccc2c1=O	0	-6	1	8	-24	33	10	0.95
CCOC(=O)C1=C(COC(=O)c2ccccc2[N+](=O)[O-])NC(=O)NC1C (configuration not stated)	2	2	-3	-15	-5	3	-0.6	0.92
Cc1ccccc1N(C(=O)c1csnn1)C(C(=O)NC1CCCC1)c1ccncc1 (configuration not stated)	-1	-4	0	-11	5	4	-0.2	1
CN1CCc2c(C#N)c(N3CCCCC3)nc(N3CCOCC3)c2C1	/	3	-1	-5	-12	/	/	1.1
COc1cccc(-n2c(=S)sc3c(=O)n(-c4ccccc4OC)c(SCC4OCCO4)nc32)c1	1	-2	-1	23	-4	38	-2.3	0.94
CCCC(C(=O)NCc1ccc(OC)cc1)N(Cc1ccco1)C(=O)c1snc(C(N)=O)c1N (configuration not stated)	-8	1	14*	-9	1	-327	-0.1	1
COCc1ccc(C(=O)NC2CCCN(Cc3ccccc3F)C2)o1 (configuration not stated)	-1	0	1	-2	5	1	-2.3	1
COc1cccc(CC(=O)OCC(=O)N(C)CC(=O)Nc2ccccc2Cl)c1	2	-10	2	-6	-8	20	-0.1	0.9
Cc1nn(-c2ccccc2)c(C)c1C(=O)Nc1nnc(-c2ccco2)o1	3	-11	-5	-23	-8	4	-0.9	1.3
COc1ccc(Oc2nc3ccccc3n(C)c2=O)cc1	1	-6	-1	8	-22	3	-1.3	1
CCc1c(C)c(C#N)c2nc3ccccc3n2c1NCCOC	-48	-5	-1	-10	6	-267	0.0	1.2
COc1ccc(CCN2CC(C(=O)Nc3ccccc3F)CC2=O)cc1OC (configuration not stated)	-1	-7	3	1	3	4	1.0	1
Cc1ccc(C(=O)CSc2nnc(COc3ccccc3)o2)cc1	3	-4	3	-15	13	16	0.1	0.98
CC(=O)Nc1ccc(S(=O)(=O)NCCc2cn3nc(C)c(C)nc3n2)cc1	-100	5	2	-9	2	-406	-1.2	0.95
Nc1nnc(-c2ccccc2)s1	-8	1	-8	3	9	10	-0.6	0.83
COCCn1c(SCCCC(=O)c2ccc(Br)cc2)nnc1-c1ccncc1	-2	-5	8	17	7	15	5.3	0.99
CCc1ccc(OCc2nnc(SCC(=O)N3CCN(c4ccccc4)CC3)o2)cc1	2	-12	0	2	-7	4	4.3	1
CN(C)c1ccnc2sc(C(=O)c3ccc(Br)cc3)c(N)c12	-25	21	-6	0	1	-3	1.7	0.95
NC(=O)C1CCN(S(=O)(=O)c2cccc(C(=O)O)c2)CC1	1	-2	-1	8	-2	2	7.7	0.87
COc1ccc(NC(=O)C(C)Sc2ccccc2)cc1 (configuration not stated)	0	-7	3	5	-19	15	-2.4	1.1
C[C@H](NC(=O)C1CCN(S(=O)(=O)c2ccccc2)CC1)C(=O)NCc1ccccn1	2	-2	1	-15	-2	5	0.1	1.1
C/C(Cn1cnc([N+](=O)[O-])n1)=N\NC(=O)c1cccc(F)c1	0	-5	0	-8	11	28	0.0	1
Cc1nnc(SCC(=O)Nc2cccnc2Cl)s1	0	-9	0	0	-6	-56	-1.5	0.97
Cc1ccc(-c2cc(C(=O)NCC3(N(C)C)CCCCC3)c3ccccc3n2)o1	-18	/	/	-5	/	i	0.4	/
CC(=O)c1ccc(NC(=O)CN2CCC(NC(=O)C3CCCCC3)CC2)cc1	0	-2	-1	-3	-8	30	6.8	1.2
O=C(CCCOc1ccccc1)N1CCCCC1	1	-4	-1	-13	55*	15	-2.0	0.79
CC(=O)Nc1nc(-c2ccc3c(c2)CCN3S(C)(=O)=O)cs1	-25	8	-5	-13	8	-74	-0.3	1.1
O=C(Nc1nnc(-c2ccccc2Cl)o1)c1ccc(S(=O)(=O)N2CCCCCC2)cc1	/	20	-1	-51	1	/	/	1.3

# Record cards, from the list above. Screens in order: SENP1 FRET inh | ATG4B inh | GRIN3A LBD mod | PfG6PD inh | SENP6 block | SENP8 inh | MPTP block | hIAP act
# Listed for O=C(CCCOc1ccccc1)N1CCCCC1 : 1 | -4 | -1 | -13 | 55* | 15 | -2.0 | 0.79
# Listed for Cc1nnc(SCC(=O)Nc2cccnc2Cl)s1 : 0 | -9 | 0 | 0 | -6 | -56 | -1.5 | 0.97

# Carrying on:
SMILES	SENP1 FRET inh	ATG4B inh	GRIN3A LBD mod	PfG6PD inh	SENP6 block	SENP8 inh	MPTP block	hIAP act
COCCN(C(=O)c1snc(C(N)=O)c1N)C(C(=O)NC1CCCCC1)c1ccc(F)cc1 (configuration not stated)	-5	-7	2	-4	-14	-402	1.7	1.1
COc1ccc(S(=O)(=O)N2CCN(CCO)CC2)cc1-c1nnc2c3ccccc3c(C)nn12	0	-7	-1	0	1	-18	-1.0	0.88
CCOC(=O)CN1C(=O)S/C(=C/c2ccc(O)c([N+](=O)[O-])c2)C1=O	4	6	-12	-5	-9	48*	7.9	1
CC1=Nc2cc(C(=O)NCCCN3CCN(C)CC3)ccc2Sc2ccc(C)cc21	-1	5	0	-11	-8	25	0.9	0.92
CC(C)CN(C(=O)CCC(=O)OCC(=O)c1ccc(F)c(F)c1)c1c(N)n(CC(C)C)c(=O)[nH]c1=O	-5	-4	1	10	0	0	1.1	1.1
COc1ccc(CCNC(=O)CNS(=O)(=O)c2ccc(Br)cc2)cc1	1	-12	0	8	-4	5	3.7	1.1
Cc1c(NC(=S)NC(NC(=O)C(C)(C)C)C(Cl)(Cl)Cl)c(=O)n(-c2ccccc2)n1C (configuration not stated)	3	-13	10	1	1	23	0.2	0.98
CC(=O)Nc1ccc(NC(=O)c2cc(-c3cc(C)c(C)cc3O)n[nH]2)cc1	4	-3	32*	-2	0	11	1.3	1.9
NS(=O)(=O)c1cccc(NC(=O)COC(=O)Cc2ccc(S(=O)(=O)N3CCCCC3)s2)c1	-8	-13	-2	24	-25	-18	1.6	1
Cc1cc(C)n2nc(C(=O)OCC(=O)NC3CCS(=O)(=O)C3)nc2n1 (configuration not stated)	1	/	/	13	/	16	-1.9	/
COc1ccccc1C(=O)N/C(=C/c1ccccc1)C(=O)Nc1ccc(C(=O)O)cc1	2	-3	-1	-13	-12	-84	-0.3	1.1
O=C(COC(=O)c1c[nH]c2ccccc12)Nc1ccc(F)cc1	0	-4	0	8	-29	5	-0.8	1.2
Cc1cc(=O)oc(C)c1C(=O)Nc1cccc2nonc12	7	-14	1	-15	-14	-115	-2.0	1
O=C(NCc1ccccc1)c1cccc(S(=O)(=O)N2CCCCC2)c1	3	-5	0	1	-16	21	-1.3	0.88
CCOCCCNC(=O)C(c1ccc(OC)cc1)N(Cc1ccc2c(c1)OCO2)C(=O)c1ccccc1O (configuration not stated)	1	-5	-1	-15	9	-2	-0.4	1.1
Cc1ccc(S(=O)(=O)N2CCN(C(=O)CSC3CCCC3)CC2)c(C)c1	-2	-7	0	1	-8	8	0.9	0.98
Cc1ccc(-c2c(C#N)c(N)nc3c2CCCCCC3)o1	-27	16	2	-12	-6	-279	0.7	1.1
COc1cccc(NC(=O)CSc2ccc3nnc(-c4ccncc4)n3n2)c1	-2	-15	1	12	2	-9	-2.7	0.9
COc1ccc(NC(=S)c2ccccc2)cc1	3	-4	-3	4	-25	9	0.9	0.9
COc1ccc(C2=NN(C(C)=O)C(c3ccccc3)C2)cc1 (configuration not stated)	1	4	0	-15	25	-28	1.0	0.97
Cc1ccc(S(=O)(=O)N2CCC(C(=O)N[C@@H](C)C(=O)NCCc3ccccc3)CC2)cc1	-1	-2	1	-16	11	7	1.3	0.92
O=C(CN1C(=O)NC2(CCc3ccccc3C2)C1=O)NCC(F)(F)F (configuration not stated)	-1	-2	2	-8	0	10	-1.0	0.96
NC(=O)c1ccc(NC(=O)CN2CCN(c3ccccc3)CC2)cc1	2	-2	-1	1	8	4	0.6	1.1
O=C(O)c1cccc(NC(=S)NC(NC(=O)c2ccccc2[N+](=O)[O-])C(Cl)(Cl)Cl)c1 (configuration not stated)	3	-9	-4	0	6	6	2.6	1.1
CC1CCc2c(sc3ncn(Cc4ccc(C(=O)O)cc4)c(=O)c23)C1 (configuration not stated)	0	-1	-2	-46	8	11	-1.9	1
CN(C)c1nc2ncn(Cc3ccccc3)c2c(=O)[nH]1	1	4	-2	-11	8	10	0.8	0.79
O=S(=O)(Cc1ccccc1)N1CCN(C/C=C/c2ccccc2)CC1	0	-5	1	5	2	4	0.3	0.97
Cc1cc(OCC(=O)OCC(=O)Nc2cc(S(=O)(=O)N3CCOCC3)ccc2Cl)ccc1Cl	6	-8	0	5	10	-6	-0.6	1.2
COCC(=O)N1CCC(Oc2ccc(C(=O)N3C[C@@H]4CCC[C@H]3C4)cc2)CC1	2	9	-1	-2	-4	19	-1.2	1.2
Cc1nn(-c2ccccc2)c2sc(C(=O)NC3CCCCC3)cc12	0	17	1	-17	-18	2	13	0.76
Cc1cc(Cl)c(S(=O)(=O)Nc2ccc(S(=O)(=O)N3CCOCC3)cc2)cc1OCC(N)=O	-1	1	-1	-13	2	-1	-2.8	1.2
Cc1onc(-c2ccccc2)c1C(=O)Nc1ccc(OC(C)C)cc1	2	-9	-1	9	-6	0	-0.8	1.1
O=C(c1ccc2c(c1)C(=O)N(Cc1ccncc1)C2=O)N1CCN(S(=O)(=O)c2ccc(OC(F)(F)F)cc2)CC1	0	-8	1	-3	/	6	1.1	/
COc1ccc(C(=O)NC2CC(C)(C)Cc3c2cnn3-c2ccccc2C)c(OC)c1OC (configuration not stated)	-3	13	-1	6	3	11	-0.8	1.1
O=c1[nH]c2cc(Cl)cc(Cl)c2[nH]c1=O	0	-7	-6	-16	-14	-197	3.1	1
COc1ccccc1NC(=S)NCCc1ccccc1	1	-16	-4	1	19	24	-2.5	1.2
CC(C)(C)c1ccc(C(CC(=O)O)NS(=O)(=O)Cc2ccccc2)cc1 (configuration not stated)	1	-2	1	-2	-11	13	-0.4	1
COc1ccc(NS(=O)(=O)c2ccc(C)c(C(=O)N3CCN(Cc4cc(OC)ccc4OC)CC3)c2)cc1	0	-14	-2	-3	/	-15	-1.2	/
Cc1ccccc1NC(=O)COc1nsnc1N1CCOCC1	-2	-15	-1	0	-19	19	0.8	0.86
C/C(N)=C(/C#N)C(=O)CSc1nnc(Nc2cccc(C)c2)s1	1&3	-14&-8	-6&-4	19&19	4	1&12	0.8&-0.9	0.87
COc1ccc(C(=O)O)cc1S(=O)(=O)N1CCN(Cc2ccc3c(c2)OCO3)CC1	1	0	0	-12	-17	3	0.0	1.1
O=C(c1ccccc1)N1CCN(c2ccc([N+](=O)[O-])cc2-n2cccc2)CC1	-5	-10	2	9	0	19	5.7	0.96
O=C(c1ccc(Cl)cc1Cl)N1CCOCC1	0	-2	0	0	/	4	-2.0	/
COc1cccc(CNC(=O)CCC2CCCN(C(=O)c3ccc(F)c(Cl)c3)C2)c1 (configuration not stated)	0	2	-1	-4	-14	2	0.1	0.96
CCN1CCN(C(=O)c2cc(COc3ccc(F)c(F)c3)on2)[C@@H](C)C1=O	-2	/	/	-6	/	4	-1.1	/
Cc1ccc(NC(=O)C2(N3CCC3=O)CCCCC2)cc1	3	-4	-2	-2	-2	18	-0.6	1
O=C(NCCN1CCOCC1)c1ccc2c(c1)N(Cc1ccccc1F)C(=O)CS2	1	10	-1	3	5	15	0.2	0.98
